# DNA FID counter – compounds displacing fluorescent DNA intercalator, primary screen, artefact control for HCV NS3 helicase inhibitor project, biochemical, FID fluorescence | DNA fluorescent intercalator displacement | inhibition, % at 7.9 µM | AID 1845, 2009 | actives 0.17% (n = 290,000); in the data active means inhibition above about 37%;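 further: 0% = vehicle and 100% = reference compound; higher means more ethidium bromide displaced from hairpin DNA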
# M18AAP inhibitor – PfM18AAP inhibitors, malaria aminopeptidase, primary screen, biochemical, QFRET, recombinant enzyme; actives 1.2% (n = 290,000); H-Glu-NHMec fluorogenic cleavage; inhibition, % at 7.35 µM; AID 1822, 2009;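 active means inhibition above the campaign mean inhibition over all tested compounds plus 3 SD, cut at about 28% in these data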;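 further: 0% = plate median of test compound wells and 100% = 2 mM ZnCl2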
# MEKK2mut PB1 HTS – MEK5 binding signal on mutant MEKK2 PB1, primary screen, biochemical, multiplex bead flow cytometry, Alexa488-MEK5; Alexa488-MEK5 binding to MEKK2 mutant; percent response, % at 10 µM; actives 0.35% (n = 290,000); AID 1530, 2009; in the data active means percent response above about 24%, passing the limit was not always enough; further: inactives centre near 1; some results filed as inactive read as strong as hits; reference of the scale not given here
# MEKK2 WT-MEK5 – modulators of MEK5 binding to wildtype MEKK2, primary screen, biochemical, multiplex bead flow cytometry, Alexa488-MEK5. AID 1531, 2009. Alexa488-MEK5 binding to MEKK2 WT; actives lie on both sides. binding response (% of control), % at 10 µM. actives 1.1% (n = 290,000); in the data active means binding response below about 67% or above about 130%
# NALP1 inh – NALP1 inflammasome inhibitors in reconstituted yeast, colorimetric, S. cerevisiae, triplicate retest. S. cerevisiae NALP1/ASC/caspase-1 growth, X-gal OD620, 72 h. inhibition, % at 10 µM. actives 0.61% (n = 280,000). AID 2071, 2009; in the data active means inhibition mostly above about 24%, no sharp cut-off; inactive means mostly below about 32%; further: some compounds called inactive have numbers as strong as hits
# UBC9 SUMO inh – inhibitors of in vitro SUMOylation cascade, primary screen, biochemical, HTRF, uHTS. SUMO-conjugating enzyme UBC9 (Homo sapiens), P63279. HTRF SUMOylation assay, SAE1/SAE2 + UBC9. inhibition, % at 35 µM. actives 0.36% (n = 290,000). AID 2006, 2009; in the data active means inhibition above about 50%, passing the limit was not always enough; further: strong numbers were not always called active
# Target sequence (P63279 whole entry, looked up): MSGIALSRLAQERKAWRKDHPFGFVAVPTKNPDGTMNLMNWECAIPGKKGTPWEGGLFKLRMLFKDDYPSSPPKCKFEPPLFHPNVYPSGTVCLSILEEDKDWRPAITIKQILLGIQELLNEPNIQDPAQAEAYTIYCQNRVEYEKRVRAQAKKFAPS
# HCV NS3 hel inh – inhibitors of HCV NS3 helicase, primary screen, biochemical, Cy5 molecular beacon fluorescence. AID 1800, 2009. actives 0.56% (n = 290,000). NS3 helicase DNA unwinding. inhibition, % at 10.9 µM. Hepatitis C virus NS3 helicase;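 active means inhibition above the mean of all tested compounds plus 3 SD, set per campaign, cut at about 35% in these data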;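 further: 0% = DMSO wells and 100% = thioflavine S control wells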
#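 Assay system – hepatitis C virus NS3 helicase domain fragment enzyme · Buffer or medium – MOPS pH 6.5, MgCl2, DTT, Tween20, BSA · Reagent – Cy5/quencher beacon DNA duplex and ATP to start · Compound – single 10.9 µM dose · Timing – 1 h at 25 °C · Technique – Cy5 beacon fluorescence read at start and 1 h · Measure – % inhibition of unwinding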
# VIM-2 inh – VIM-2 metallo-beta-lactamase inhibitors, primary screen, biochemical, epi-absorbance readout, Pseudomonas aeruginosa enzyme; purified VIM-2, nitrocefin hydrolysis, epi-absorbance fluorescence; inhibition, % at 5.6 µM; actives 0.89% (n = 290,000); AID 1527, 2009;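 active means inhibition above the mean of all tested compounds plus 3 SD, cutoff set per screening run, cut at about 7.5% in these data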;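 further: red hydrolysis product quenches plate fluorescence so inhibitors raise well fluorescence; 0% = enzyme with DMSO and 100% = DMSO without enzyme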
# IMP-1 inhibitor – IMP-1 metallo-beta-lactamase inhibitors, primary screen, biochemical, epi-absorbance readout, Pseudomonas aeruginosa enzyme; purified IMP-1, nitrocefin hydrolysis, epi-absorbance fluorescence; metallo-beta-lactamase IMP-1 (Pseudomonas aeruginosa); actives 0.45% (n = 290,000); inhibition, % at 5.6 µM;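 active means inhibition above the mean plus 3 SD of all compounds in the same screening run, cut at about 4.5% in these data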;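 further: 0% = IMP-1 with DMSO and 100% = DMSO wells lacking enzyme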
#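 Material – recombinant IMP-1 enzyme, purified · Amount – IMP-1 0.2 nM before substrate addition · Medium – HEPES buffer pH 7.1 with ZnSO4 and Brij 35 · Timing – 25 °C, 15 min preincubation, 25 min reaction · Measured by – plate fluorescence quenching by hydrolysis product, ex 480/em 530 nm · Read-out – percent enzyme inhibition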
# The depositor's hits bear a star; / = no result given; [ ] = another dose, or the depositor's remark.
SMILES,DNA FID counter,M18AAP inhibitor,MEKK2mut PB1 HTS,MEKK2 WT-MEK5,NALP1 inh,UBC9 SUMO inh,HCV NS3 hel inh,VIM-2 inh,IMP-1 inhibitor
CCOc1ccc(NC(=O)c2cc3cc4ccc(OC)cc4nc3o2)cc1,0.6,4.4,-14.0,1.0*[inhibitor],-11.2,34.1,5.6,0.6,-4.1
CCOc1ccc(NC(=O)C2CCCN(c3c(CC)c(C)nc4ncnn34)C2)cc1 (stereo not drawn),-35.0,4.4,-3.0,103.0,21.0,5.9,17.8,0.6,2.9
COc1ccc(CCN(C)C2CCCN(C(=O)Cn3cnnn3)C2)cc1OC (stereo not drawn),5.0,7.2,-2.0,104.0,16.1,22.5,12.2,-0.1,0.6
Cc1cc([N+](=O)[O-])ccc1NC(=O)C(C)[n+]1ccccc1 (stereo not drawn),2.0,-5.1,4.0,103.0,-0.6,8.6,2.2,-2.3,-1.5
CC(C)N1CCC(NC(=O)NC2CCCCC2)CC1,1.2,3.3,1.0,105.0,-24.0,-8.7,6.0,0.1,-1.7
COc1cccc(/C=N/NC(=O)c2ccc(N(C)S(=O)(=O)c3ccccc3)cc2)c1OC,-30.9,0.9,-2.0,100.0,8.8,-6.3,-5.2,-3.4,-3.2
Cc1ccc(CN2CCN(CC3CC4C=CC3C4)CC2)cc1 (stereo not drawn),7.5,4.4,/,/,19.5,0.8,2.2,-2.7,1.0
Cc1noc(/C=C/Nc2ccc(F)cc2F)c1[N+](=O)[O-],9.5,-2.0,-1.0,107.0,-7.3,17.5,3.5,-3.3,-2.5
O=C(Nc1nc2c(Cl)cccc2s1)C1CC1,-1.4,1.1,5.0,109.0,12.8,5.1,1.8,-0.2,-1.4
COc1ccc(Cl)cc1NC(=S)Nc1cccc(C)c1,0.1,-3.3,-1.0,95.0,0.4,-7.1,-5.0,-5.0,-2.9
COc1ccc(-c2cc(C(=O)NCc3ccc(Cl)cc3)no2)cc1OC,-3.5,-15.1,12.0,105.0,/,7.3,7.3,1.0,-2.0
O=C(/C=C/c1ccc(-c2ccc(F)cc2)o1)N1CCCC1,-18.4,-21.8,-20.0,82.0,7.8,1.6,0.7,1.4,-0.6
O=C(CSc1ncn[nH]1)Nc1cc(S(=O)(=O)N2CCCC2)ccc1Cl,-1.3,19.4,-6.0,99.0,6.5,11.6,0.5,0.9,-1.8
COc1ccc(CC(=O)OCc2cc3ccc(C)cc3[nH]c2=O)cc1,-13.9,-2.0,2.0,102.0,1.4,-9.7,-6.3,-3.6,-3.4
O=C1CC(c2cccs2)CC2=C1C(c1ccccc1)n1ncnc1N2 (stereo not drawn),-4.8,3.2,5.0,101.0,3.0,32.3,4.2,-5.3,-2.5
CCOC(=O)C[n+]1c(C)sc2ccc(OC)cc21,-37.0,28.0,-8.0,114.0,0.9,19.4,0.1,-2.2,-2.5
CCN(CC)c1ccc(NC(=O)c2cccnc2)c(C)c1,-1.9,13.0,-8.0,86.0,4.0,-15.5,0.6,-3.9,-2.9
CCN(CC)C(=O)CSc1nnc(-c2ccccc2)c(-c2ccccc2)n1,-29.3,-8.0,-2.0,90.0,33.8,3.6,-7.3,-0.5,-2.3
Cn1nnc(NC(=S)NC(=O)c2cc(Cl)ccc2Cl)n1,-9.0,11.3,4.0,106.0,-9.6,0.2,16.1,-5.8,-2.6
Cc1cc(NC(=O)C(C)SCC(=O)OCc2c(Cl)cccc2Cl)no1 (stereo not drawn),-22.5,-5.1,6.0,103.0,21.3,16.7,-8.4,-0.4,-1.1
C/C(=N\N=C(N)N)c1ccc(Cl)cc1Cl,10.8,-10.8,-1.0,112.0,-22.4,18.1,-6.0,0.3,-1.2
Cc1nc(N)sc1C(=O)N/N=C/c1ccc([N+](=O)[O-])cc1,-3.8,-12.0,10.0,105.0,/,6.0,-5.8,-1.1,-3.2
COc1ccc(CN(C(=O)c2snc(C(N)=O)c2N)C(C(=O)NC2CCCC2)c2cc(OC)ccc2OC)cc1 (stereo not drawn),-38.3,-4.4,-4.0,95.0,19.6,-2.9,-4.2,1.2,0.0
O=S(=O)(NC1CCCCC1)c1ccc(S(=O)(=O)N2CCN3CCCC3C2)cc1 (stereo not drawn),4.8,-5.2,5.0,105.0,24.5,9.4,-8.9,-1.2,-0.5
Cc1ccc(-c2nc(NCc3ccco3)c3ccccc3n2)cc1,12.4,20.0,0.0,109.0,31.8,-18.7,-33.8,0.3,-0.3
SMILES,DNA FID counter,M18AAP inhibitor,MEKK2mut PB1 HTS,MEKK2 WT-MEK5,NALP1 inh,UBC9 SUMO inh,HCV NS3 hel inh,VIM-2 inh,IMP-1 inhibitor
Cc1ccc(C(=O)N/C(=C/c2ccc(Cl)cc2)C(=O)N2CCOCC2)cc1,-32.4,4.0,-12.0,86.0,16.3,-12.8,20.1,0.2,-0.5
CCC(=O)NCCc1cc2ccc(C)c(C)c2[nH]c1=O,-2.3,-4.2,8.0,102.0,10.5,8.6,6.4,0.6,-2.9
Cc1ccc2cc(CN(Cc3ccco3)C(=S)NCC3CCCO3)c(=O)[nH]c2c1C (stereo not drawn),-30.9,-0.3,-1.0,99.0,30.4,-8.2,-3.2,-2.7,-2.6
O=C(CSc1nnc(CNC(=O)c2ccccc2)o1)NCc1ccc2c(c1)OCO2,-13.3,0.5,3.0,103.0,2.4,14.6,9.0,-2.7,-2.5
CCOC(=O)/C=C/c1ccc2oc3ccccc3c(=O)c2c1,-9.9,-2.9,6.0,104.0,-35.8,6.8,16.3,3.1,-1.8
Cc1sc2ncnc(N3CCC(C)CC3)c2c1C,-5.6,-0.7,6.0,105.0,-2.6,-7.3,-4.0,-3.2,-5.0
O=C(NCc1ccc(F)cc1)C(Cc1ccccc1)n1cccc1 (stereo not drawn),-7.9,-21.1,-4.0,92.0,/,7.0,-9.2,0.7,-2.0
Fc1ccc(-c2nnc(CN3CCC(c4nc5ccccc5s4)CC3)o2)cc1,-10.6,-4.9,-6.0,93.0,-7.0,31.5,6.3,-0.1,-1.6
O=C(OCc1ccccn1)c1ccc(COc2ccccc2Cl)o1,-24.2,6.0,4.0,105.0,8.7,-19.0,-6.9,-1.6,-2.6
CCCCC1=NN(C(=O)c2cocc2C)C(O)(C(F)(F)F)C1 (stereo not drawn),-4.2,4.9,-1.0,104.0,-14.1,3.7,1.2,-2.3,-4.6
O=C(c1ccc2ccccc2c1)C1CCCN(C(=O)c2cccnc2)C1 (stereo not drawn),-38.1,-11.4,-1.0,100.0,9.5,12.1,-0.3,-0.8,-1.7
CCCc1cc(=O)n2nc(N3CCC(C(=O)N4CCN(c5cccc(OC)c5)CC4)CC3)sc2n1,-60.9,4.2,3.0,102.0,23.3,1.4,5.5,-2.6,-3.1
COc1cc2c(cc1OC)CN(CC(=O)NC(=O)NC(C)(C)C)CC2,-15.2,-6.1,0.0,98.0,6.8,15.9,-4.0,-1.1,-2.9
Cc1ccc(-c2ccc(CCC(=O)O)n2NC(=O)c2ccc([N+](=O)[O-])cc2)cc1,-21.3,0.7,6.0,102.0,20.4,8.8,2.1,-3.9,-5.0
O=C(NCC1CCCCC1)C1(CC2CC(c3cccc(Br)c3)=NO2)CCNCC1 (stereo not drawn),22.7,-0.7,15.0,145.0*,14.5,17.9,-83.1,0.1,-2.8
Cc1cc(N2CCCC(C(=O)Nc3cccc4ccccc34)C2)n2ncnc2n1 (stereo not drawn),-18.0,-1.0,6.0,101.0,13.6,4.9,-4.1,-0.3,-2.1
Cc1ccc(C)c(N(C(=O)c2csnn2)C(C(=O)NC2CCCC2)c2ccncc2)c1 (stereo not drawn),-18.4,-1.1,0.0,95.0,24.7,4.4,10.7,-2.3,-2.9
Cn1cc(C(=O)NCc2ccc(F)cc2)cn1,-0.3,-1.2,-1.0,96.0,8.9,14.0,2.5,-3.5,-1.5
Cc1ccc(C)c(NC(=O)CCN2CCN(CCO)CC2)c1,-1.4,-1.3,14.0,117.0,2.7,0.8,0.0,-2.9,-4.5
Cc1ccc(SCc2ccc(C(=O)Nc3cccnc3)cc2)cc1,-6.5,-8.6,-2.0,100.0,39.2,-7.9,-20.0,1.9,14.7*
CCOC(=O)c1cccc(NC(=S)NC(=O)c2cccnc2)c1,-21.2,11.8,14.0,101.0,-8.1,1.4,5.3,-4.5,-2.9
COc1ccc(C[C@H]2CN3C(=NC[C@@H]3C)N2CCNC(=O)CCC2CCCCC2)cc1,14.5,0.0,18.0,121.0,2.9,6.5,-19.3,-2.1,-2.0
Clc1ccc(OCCn2ccnc2)c2ccccc12,8.4,10.9,2.0,108.0,24.4,13.2,-19.6,-2.1,-4.3
O=C(Nc1ccc(S(=O)(=O)N2CCOCC2)cc1)c1cccs1,1.0,-3.1,3.0,108.0,-9.4,-9.2,-8.1,-1.3,-2.7
CCOc1ccc(/C=C2\SC(=S)N(CC(=O)N(CCO)C(C)(C)C)C2=O)cc1,-6.7,-3.7,-2.0,94.0,8.2,-5.2,20.1,-2.2,-1.7
Cc1cc(C)cc(NC(=O)Cn2nnc(C(=O)NCc3ccco3)c2N)c1,-18.1,-0.7,2.0,97.0,15.3,2.8,-0.9,-6.1,-6.7
O=C(O)/C=C\C(=O)Nc1ccc(N2CCN(c3ccc(Cl)cc3)CC2)cc1,3.7,9.5,-8.0,96.0,4.0,11.9,-10.9,-3.1,0.6
O=C(C(c1ccccc1)c1ccccc1)N1CCN(c2ccccn2)CC1,-9.9,-2.3,-13.0,85.0,9.3,5.3,-5.9,-0.1,-0.3
O=C(Nc1ccc2nc(-c3cccnc3)[nH]c2c1)c1ccccc1F,-5.0,3.1,3.0,106.0,19.0,6.9,-5.6,48.9*,-0.7

# Some of the entries so far, as tab-separated lines:
molecule	DNA FID counter	M18AAP inhibitor	MEKK2mut PB1 HTS	MEKK2 WT-MEK5	NALP1 inh	UBC9 SUMO inh	HCV NS3 hel inh	VIM-2 inh	IMP-1 inhibitor
O=C(c1ccc2ccccc2c1)C1CCCN(C(=O)c2cccnc2)C1 (stereo not drawn)	-38.1	-11.4	-1.0	100.0	9.5	12.1	-0.3	-0.8	-1.7
CCCc1cc(=O)n2nc(N3CCC(C(=O)N4CCN(c5cccc(OC)c5)CC4)CC3)sc2n1	-60.9	4.2	3.0	102.0	23.3	1.4	5.5	-2.6	-3.1

# This is a random part of the collection. Share with any hit: about 4.7%.
